PP1 inh: PP1-alpha phosphatase inhibitors, primary screen, counter-screen for PP5 inhibitor project, biochemical, fluorescence, OMFP substrate, single point | 0.9% of 320,000 active | Serine/threonine-protein phosphatase PP1-alpha catalytic subunit (Homo sapiens), P62136 | AID 2235, 2010 | inhibition, % at 6.7 µM | purified PP1alpha;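 active = inhibition above the mean inhibition of all tested compounds plus 3 SD, computed separately for each screening campaign, cut at about 15% in these data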
Target sequence (P62136 whole entry, looked up): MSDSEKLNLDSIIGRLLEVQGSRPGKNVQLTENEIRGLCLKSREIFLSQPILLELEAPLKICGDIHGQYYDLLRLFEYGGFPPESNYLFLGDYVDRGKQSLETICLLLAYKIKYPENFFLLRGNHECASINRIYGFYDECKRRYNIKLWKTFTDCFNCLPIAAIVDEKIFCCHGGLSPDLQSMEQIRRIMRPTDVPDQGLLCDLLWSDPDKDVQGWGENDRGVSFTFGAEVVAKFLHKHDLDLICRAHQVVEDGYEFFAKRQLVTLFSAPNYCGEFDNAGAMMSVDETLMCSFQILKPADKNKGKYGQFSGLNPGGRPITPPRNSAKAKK
Efflux pump inh: inhibitors of Candida efflux pumps in yeast, primary screen, S. cerevisiae, Nile Red, multiplex | S. cerevisiae Candida pump triplex | 0.44% of 330,000 active | inhibition, % at 10 µM | AID 485275, 2010;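 active = plate passing quality check with inhibition over a set limit, or well fluorescence over plate mean plus 4 SD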;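 also: Nile Red retained in pooled yeast measured as flow cytometry median fluorescence; 0% = buffer negative control and 100% = Enniatin B positive control; higher means more Nile Red kept so more efflux inhibition; some compounds called inactive have numbers as strong as hits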
GASC-1 inh: inhibitors of GASC-1 histone demethylase, primary screen, biochemical, fluorescence, DELFIA europium; inhibition, % at 2.35 µM; AID 2099, 2009; Lysine-specific demethylase 4C (Homo sapiens), Q9H3R0; GST-JMJD2C(1-420) H3K9me3 demethylation; 0.069% of 330,000 active;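 active = more than half of a compound's replicate wells show inhibition beyond 50%, single wells judged on their own value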;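 also: signal counts dimethyl H3K9 product captured on neutravidin plate; 0% = median of DMSO wells and 100% = 0.3 times that DMSO median; strong numbers were not always called active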
CTSL1 counter: Fasciola hepatica cathepsin L1 inhibitors, primary screen, counter-screen for PFM18AAP inhibitor project, biochemical, QFRET, fluorogenic peptide substrate; recombinant F. hepatica cathepsin L1, Z-Leu-Arg-MCA fluorescence; inhibition, % at 5.96 µM; 0.49% of 300,000 active;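 active = inhibition above the mean of all tested compounds plus 3 SD, set per screening campaign, cut at about 17% in these data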;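 also: 0% = plate median of test compound wells and 100% = 1 µM Z-Phe-Ala-diazomethylketone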
TPT1 inh: Candida albicans TPT1 enzyme inhibitors, primary screen, biochemical, fluorescence polarization. tRNA 2'-phosphotransferase TPT1 (Candida albicans SC5314). recombinant caTPT1, FP RNA substrate dephosphorylation. inhibition, % at 5 µM. 0.81% of 300,000 active. AID 1962, 2009;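 active = inhibition above the mean of all tested compounds plus 3 SD, set per screening campaign, cut at about 24% in these data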;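 also: plate controls were DMSO alone for no effect and ferristatin control at 100 nM for full effect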
PREPL inhibitor: PREPL enzyme inhibitors, primary screen, biochemical, fluorescence polarization | Prolyl endopeptidase-like (Homo sapiens), Q4J6C6 | recombinant PREPL, fluorescence polarization activity-based probe | inhibition, % at 5.96 µM | 0.68% of 320,000 active | AID 2751, 2010; in the data active = inhibition above about 43%;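 also: 0% = enzyme with DMSO and 100% = wells lacking enzyme; many of its hits are not listed in these tables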
LYPLA2 counter: LYPLA2 inhibitors, primary screen, counter-screen for PME1 inhibitor project, biochemical, fluorescence polarization, FP-Rh probe ABPP; 0.38% of 320,000 active; inhibition, % at 5.9 µM; recombinant LYPLA2; AID 2177, 2009; Acyl-protein thioesterase 2 (Homo sapiens), O95372;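 active = inhibition above the screen-wide mean plus 3 SD, limit set per campaign, cut at about 26% in these data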;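 also: 0% = LYPLA2 with DMSO and 100% = wells lacking LYPLA2 enzyme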
Target sequence (O95372 whole entry, looked up): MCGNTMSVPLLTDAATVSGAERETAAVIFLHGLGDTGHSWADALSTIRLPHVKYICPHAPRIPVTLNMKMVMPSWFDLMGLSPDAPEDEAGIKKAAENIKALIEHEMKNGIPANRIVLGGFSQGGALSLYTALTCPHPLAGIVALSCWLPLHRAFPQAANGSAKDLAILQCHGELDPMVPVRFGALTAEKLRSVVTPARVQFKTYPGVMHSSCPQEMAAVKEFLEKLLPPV
PP5 inh: PP5 phosphatase inhibitors, primary screen, biochemical, fluorescence. purified PP5c, OMFP substrate fluorescence. AID 1987, 2009. inhibition, % at 6.7 µM. 0.18% of 320,000 active;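 active = inhibition above the campaign's mean inhibition across all tested compounds plus 3 SD, cut at about 9.5% in these data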;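 also: 0% = DMSO only and 100% = 100 µM cantharidin control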
Target sequence (P53041 whole entry, looked up): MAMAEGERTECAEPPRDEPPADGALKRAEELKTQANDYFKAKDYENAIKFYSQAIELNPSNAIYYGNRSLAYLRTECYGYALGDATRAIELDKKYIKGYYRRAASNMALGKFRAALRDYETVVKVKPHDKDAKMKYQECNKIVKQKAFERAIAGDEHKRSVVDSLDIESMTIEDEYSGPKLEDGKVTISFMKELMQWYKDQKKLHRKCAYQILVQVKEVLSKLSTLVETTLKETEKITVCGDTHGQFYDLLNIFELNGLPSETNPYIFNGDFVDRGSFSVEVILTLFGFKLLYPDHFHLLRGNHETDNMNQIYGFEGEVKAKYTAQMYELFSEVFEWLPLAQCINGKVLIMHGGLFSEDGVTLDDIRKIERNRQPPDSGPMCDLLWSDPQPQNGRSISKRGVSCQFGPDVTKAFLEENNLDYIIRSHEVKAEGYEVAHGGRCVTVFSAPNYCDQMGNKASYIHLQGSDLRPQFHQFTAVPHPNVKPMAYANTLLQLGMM
HCV core dimer: inhibitors of HCV core protein dimerization, primary screen, biochemical, TR-FRET, high-throughput; TR-FRET GST/Flag-core106 dimerization, 1536-well; inhibition, % at 5 µM; 0.33% of 300,000 active; AID 1899, 2009;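 active = inhibition above the mean of all tested compounds plus 3 SD, set per screening campaign, cut at about 45% in these data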
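Material: Tagged HCV core106 pair (GST and Flag) | Amount: GST-core106 13.5 nM, Flag-core106 17 nM | Medium: KF-containing HEPES buffer, pH 7.45, DTT, CHAPS, BSA | Reagent: Eu donor and XL665 acceptor anti-tag antibodies | Schedule: 4 h at 22.5 °C | Technique: Time-resolved FRET, ex 340 nm, em 617 and 671 nm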
* marks the source's active call; other numbers are inactive results; . = no result given. A portion of the library, so the mix of outcomes need not match the whole.

SMILES | PP1 inh | Efflux pump inh | GASC-1 inh | CTSL1 counter | TPT1 inh | PREPL inhibitor | LYPLA2 counter | PP5 inh | HCV core dimer
CCC(C(=O)Nc1nc(C)c(C)s1)c1ccccc1 (stereo not given) | -2 | -0.3 | 13 | 8 | -3 | -15 | -5 | -0.3 | 5
CCOC(=O)C1CCN(C(=O)c2ccccc2N(C)S(C)(=O)=O)CC1 | -3 | 0.2 | 6 | -4 | -2 | 12 | 2 | 2.8 | -1
Cc1nc2ncnn2c(N2CCN(C(=O)c3cccc(F)c3)CC2)c1Cc1ccccc1 | -4 | 0.0 | -6 | -2 | -6 | 24 | 1 | 0.0 | 2
COc1ccc(NC(=S)N(CCC(C)C)C(C)c2ccncc2)cc1 (stereo not given) | -6 | -0.1 | 1 | 6 | 0 | 2 | 0 | 2.5 | -3
Cc1cc(N2C(=O)C3C4CC(C(Br)C4Br)C3C2=O)no1 (stereo not given) | -1 | 0.0 | 1 | 3 | -4 | -10 | -1 | 0.5 | -5
COC(=O)c1ccc(-n2nnnc2SCC(=O)Nc2cc(OC)ccc2OC)cc1 | 0 | 0.1 | -7 | 5 | -2 | 1 | 7 | 0.8 | 1
COc1ccccc1N(C(=O)CCl)c1cn(C(C)=O)c2ccccc12 | -4 | -0.1 | -4 | 0 | -2 | 4 | 2 | 0.7 | 8
CC1(c2nnc(-c3ccc(Cl)cc3)o2)CC(c2cccc(Cl)c2)=NO1 (stereo not given) | 7 | 0.0 | -8 | -2 | -1 | -18 | 0 | 3.1 | 6
CCN1CCN(c2nc(Nc3ccccc3)nc(N)c2[N+](=O)[O-])CC1 | -2 | 0.1 | -12 | 0 | -1 | -66 | 2 | 0.1 | 7
O=C(C1=C[C@H](c2ccccc2)C[C@H](OCc2ccc(CO)cc2)O1)N1CCN(Cc2ccccc2)CC1 | 1 | . | 70 | 2 | 0 | 35 | -3 | 6.3 | 7
CCC(=O)Nc1cccc(NC(=S)NC(=O)c2ccc(Cl)cc2Cl)c1 | -2 | -0.1 | 9 | 0 | 1 | -4 | 2 | 0.9 | -6
O=C(CSCc1cnn(-c2ccccc2)c1-n1cccc1)NCc1cccnc1 | 0 | 0.1 | 42 | -3 | 0 | 0 | 9 | 1.9 | 1
CC(=O)c1c(C)[nH]c(C(=O)NCc2ccccn2)c1C | -4 | 0.1 | 1 | -2 | -7 | -2 | 6 | 2.2 | -4
COc1ccc(OC)c(/C=N/NC(=O)Cn2ccnc2C)c1 | -5 | 0.0 | 0 | -3 | 0 | 4 | -2 | 1.0 | -1
O=C(O)CCSCCC(=O)O | 2 | -0.3 | 0 | -3 | -3 | -8 | -2 | -2.7 | -8
CN(C)S(=O)(=O)c1cccc(C(=O)NC2CCCc3ccccc32)c1 (stereo not given) | -4 | 0.0 | 4 | -1 | -2 | 2 | -2 | 1.5 | -4
O=C(CCNC(=O)c1ccccc1Cl)NCC(c1ccco1)N1CCCC1 (stereo not given) | 0 | -0.1 | -19 | -3 | 2 | 11 | 6 | -1.8 | -3
Cc1occc1C(=O)N1CCCC(Nc2ccc(F)c(F)c2)C1 (stereo not given) | -1 | -0.1 | 1 | -2 | 0 | 9 | 3 | 1.1 | 0
COc1ccccc1OCCNc1cc(N2CCOCC2)ccc1[N+](=O)[O-] | -5 | 0.1 | 18 | 1 | 1 | 3 | 3 | 0.0 | -1
Cc1noc(C(=O)N2CCN(Cc3ccc4c(c3)OCO4)CC2)c1Cl | -1 | 0.9 | 6 | 3 | 2 | 12 | -2 | 2.3 | -41

The closing two entries of the part above lead into the next:
SMILES | PP1 inh | Efflux pump inh | GASC-1 inh | CTSL1 counter | TPT1 inh | PREPL inhibitor | LYPLA2 counter | PP5 inh | HCV core dimer
COc1ccccc1OCCNc1cc(N2CCOCC2)ccc1[N+](=O)[O-] | -5 | 0.1 | 18 | 1 | 1 | 3 | 3 | 0.0 | -1
Cc1noc(C(=O)N2CCN(Cc3ccc4c(c3)OCO4)CC2)c1Cl | -1 | 0.9 | 6 | 3 | 2 | 12 | -2 | 2.3 | -41
CCCOC(c1ccccc1)(c1ccccc1)C(Oc1nc(C)cc(C)n1)C(=O)O (stereo not given) | 1 | 0.2 | 4 | -6 | -6 | 18 | 4 | 2.3 | 6
CCOCCn1ccc2c(OCC(=O)NCc3ccccc3)cccc2c1=O | -2 | 0.0 | 149 | 1 | -2 | 9 | 2 | 1.8 | -2
NC(=O)CSc1nnc(-c2ccccc2F)n1C1CC1 | -5 | -0.1 | 1 | 0 | 1 | -3 | -2 | -1.2 | 5
O=C(c1ccccc1)c1nc2ccccc2n(CCCn2c(=O)c(C(=O)c3ccccc3)nc3ccccc32)c1=O | 9 | 0.1 | 1 | 0 | -2 | -8 | -2 | 0.8 | 30
C=CCn1c(SCc2nc3ccccc3c(=O)[nH]2)nc2sc3c(c2c1=O)CCCC3 | -7 | 0.1 | 3 | 1 | 2 | 6 | 0 | -1.1 | 3
CCOC(=O)C1CCCN(C(=O)c2sc3nc(-c4ccccc4)cn3c2C)C1 (stereo not given) | -3 | -0.2 | 0 | -2 | -1 | -2 | 7 | 0.5 | -1
COc1cccc(CN(C(=O)c2cc3ccccc3oc2=O)C2CC2)c1 | -1 | 0.0 | 10 | 2 | 3 | -7 | 4 | -2.7 | -1
CC(C)CCNC(=S)Nc1ccc(F)cc1 | 1 | -0.1 | -7 | 1 | 0 | -3 | 1 | -0.9 | -2
CCCC1=C(C(=O)OCC)C(/C=C/c2ccccc2)n2ncnc2N1 (stereo not given) | 1 | -0.3 | -3 | -4 | 0 | -3 | -2 | 3.2 | -4
O=c1[nH]c(=O)n(C(c2ccccc2)c2ccccc2)cc1Br | -2 | 0.0 | -10 | 0 | 3 | 5 | -4 | 0.7 | 1
COc1ccc(C(=O)N(C)C2CCCN(Cc3ccccc3F)C2)cc1OC (stereo not given) | -3 | 0.1 | -1 | 0 | 2 | -2 | -2 | 0.9 | -5
CC(=O)c1ccc(OCC(O)CN2CCOCC2)cc1 (stereo not given) | 1 | 0.0 | 2 | 10 | -6 | 20 | 3 | -1.9 | -6
NC(=O)c1ccc([N+](=O)[O-])cc1SCc1ccccc1 | -2 | -0.2 | 3 | 3 | -1 | 16 | 15 | 0.1 | 3
COc1ccc(-c2cn3nc(SCC(=O)NCC4CCCO4)ccc3n2)cc1 (stereo not given) | 1 | 0.0 | 6 | 6 | -2 | 25 | -6 | 0.0 | 1
O=C(CC1SCCNC1=O)Nc1ccccc1Cl (stereo not given) | -2 | 0.1 | 16 | -1 | -1 | 5 | -1 | 1.1 | -1
COCCn1c(-c2ccc(F)cc2)nc2cccnc21 | -4 | -0.2 | -8 | -2 | -3 | -3 | -2 | 1.6 | 3
CC(=O)N1CCN(c2ccc(NCc3ccc4c(c3)OCO4)cc2)CC1 | -1 | -0.1 | 37 | 2 | 1 | 72* | 6 | 0.8 | -4
O=C(Nc1cccc(S(=O)(=O)N2CCCCC2)c1)c1ccc2c(=O)n3c(nc2c1)CCCCC3 | 4 | -9.9 | -22 | -7 | -1 | -5 | -26 | 1.1 | 17
COC(=O)N[C@H](CC(C)=O)c1ccccc1 | -1 | . | 8 | 2 | 1 | 0 | -6 | 3.1 | 3
COc1ccc(-c2cc(N)n(CCC#N)n2)c(OC)c1 | -2 | -0.1 | 14 | -2 | 0 | 4 | 6 | -1.1 | -2
Cc1ccccc1N=C1NC(=O)/C(=C/c2cccnc2)S1 | -1 | 0.0 | 5 | 0 | 2 | 7 | -2 | 0.6 | 5
COc1ccc(CNC(=O)c2ccc(C)o2)cc1 | 2 | 0.0 | 7 | -2 | -5 | -6 | 7 | 1.3 | 2
O=C(CNC(=O)C1CCCCC1)Nc1ccc(Cl)cc1 | -4 | -0.1 | 9 | 7 | 0 | 5 | -1 | 0.2 | 4
Cc1nonc1OCCNCCNc1ccc([N+](=O)[O-])cc1Cl | -8 | 0.5 | 3 | 0 | -1 | 3 | -7 | 2.9 | -4
CCC1(CC)NC(=O)N(CC(=O)OCC(=O)c2ccccc2OC)C1=O | -2 | -0.1 | 10 | -24 | -7 | 7 | 4 | 1.4 | -7
COc1ccc(C)cc1NC(=O)CCNC(=O)Cn1cnc2ccccc2c1=O | -2 | -0.2 | -10 | -3 | -4 | 15 | 5 | -0.2 | -8
O=C(CSc1nc(C2CC2)nc2c1cnn2-c1ccccc1)Nc1c[nH]c(=O)[nH]c1=O | 9 | 0.0 | -2 | 2 | 1 | -45 | -1 | 0.0 | 38
CCCOc1ccc(-c2c(C(=O)N/N=C/c3ccc(OCC)cc3)nnn2-c2nonc2N)cc1 | 1 | -0.2 | 2 | 1 | -1 | -5 | -18 | 2.8 | 35
COC(CNc1ncnc2c1cnn2C)OC | 1 | 0.0 | -6 | 2 | 0 | 0 | -5 | 0.8 | 1
NS(=O)(=O)c1ccc(NC(=O)c2c(Cl)cccc2Cl)cc1 | -1 | 0.2 | -16 | -3 | -3 | -4 | 2 | 1.4 | 2
Cc1ccc(/C=N/NC(=O)C[n+]2ccccc2)o1 | -3 | -0.1 | -5 | 3 | 1 | 14 | 6 | -1.4 | 0
C=CCOc1ccc(CNc2nccs2)cc1OC | 0 | -0.1 | 9 | 0 | -4 | 7 | -1 | -0.1 | 1
Cc1ncc(C23CC4CC(CC(C4)C2)C3)[nH]1 | -4 | 0.1 | -7 | -4 | 2 | -1 | -1 | 0.9 | 7
CC(=O)c1cccc(NC(=O)C2=CC(c3ccco3)=NS(=O)(=O)N2C)c1 | 3 | 0.0 | -14 | 1 | 4 | 10 | -5 | 0.0 | 1
CC(=O)CSc1nc(-c2ccccc2)c(-c2ccccc2)o1 | 4 | -0.1 | 15 | 1 | 2 | -3 | -2 | 1.6 | 1
CC(C)(C)OC(=O)N1CCC[C@H]1c1nnc(SCc2ccc(Cl)cc2)o1 | -3 | 0.1 | 26 | -5 | -1 | 25 | 2 | 4.5 | -3
Cc1ccc(-c2nc(CSCC(=O)NC3CCN(Cc4ccccc4)CC3)c(C)o2)cc1 | -6 | -0.1 | 30 | 11 | -6 | 15 | 0 | -6.9 | -14
O=C1C=C(O)CC(c2cccs2)C1 (stereo not given) | -6 | 0.5 | -9 | -2 | 2 | 13 | -1 | 4.3 | 7
O=C(CCC(=O)N1CCOc2ccccc21)NCCCN1CCCCC1 | -2 | 0.0 | -4 | -2 | -4 | 13 | -1 | -1.7 | -8
COC(=O)c1ccccc1NC(=O)Cc1ccccc1OC | -3 | 0.0 | 0 | 6 | 1 | 7 | -6 | -1.4 | 2

High-throughput results (PubChem BioAssay)
